From PubChem
EBI2 block = EBI2 (human) antagonism; hit rate 0.81% among 360,000; P32249; EBI2 beta-arrestin recruitment, luminescence, 7a,25-OHC stimulated; inhibition, % at 5 µM; AID 651636; in the data active = inhibition above about 38%;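 note: enzyme fragment complementation signal reports receptor beta-arrestin coupling in cells; 0% = agonist plus DMSO wells and 100% = wells without agonist; some results beyond the cut were filed as inactive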
CXCR6 block = inhibitors of human CXCR6 receptor; O00574; inhibition, % at 20 µM; CHO-K1 PathHunter CXCR6 beta-arrestin, luminescence; hit rate 0.36% among 360,000; in the data active = inhibition above about 34%, passing the limit was not always enough;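 note: antagonist mode with CXCL16 agonist at 10 nM final; 0% = 10 nM CXCL16 with DMSO and 100% = unstimulated wells without agonist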
Target sequence (O00574 whole entry, looked up): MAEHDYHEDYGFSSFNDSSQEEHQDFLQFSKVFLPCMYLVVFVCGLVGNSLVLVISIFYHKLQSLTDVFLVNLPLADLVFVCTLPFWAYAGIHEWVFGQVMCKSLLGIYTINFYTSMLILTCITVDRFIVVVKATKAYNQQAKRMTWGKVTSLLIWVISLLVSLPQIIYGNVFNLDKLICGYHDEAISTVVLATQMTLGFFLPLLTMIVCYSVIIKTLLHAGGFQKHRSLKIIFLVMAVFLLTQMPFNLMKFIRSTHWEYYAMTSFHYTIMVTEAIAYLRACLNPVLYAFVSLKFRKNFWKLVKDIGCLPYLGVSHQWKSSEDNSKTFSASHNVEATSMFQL
APJ ag = APJ receptor agonism; activation, % at 20 µM; hit rate 0.11% among 330,000; CHO-K1 APJ PathHunter beta-arrestin, luminescence; 0% DMSO wells, 100% apelin;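 active = activation more than six SD over the plate average, tested at 20 µM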;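 note: 0% = DMSO alone and 100% = apelin-13 at 10 nM; some results filed as inactive read as strong as hits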
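Material: CHO-K1 APJ beta-arrestin complementation cell line; Input: cell density 1000 per well; Incubation: compound stimulation 90 min at 25 °C, detection 60 min; Signal: luminescence from split beta-galactosidase complementation, Galacton Star/Emerald II substrate; Controls: DMSO-only wells as negative, 10 nM Apelin-13 as positive control.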
CHOP UPR activ = activators of apoptotic arm of unfolded protein response (CHOP); CHO-CHOP luciferase reporter, UPR activation, luminescence; percent of tunicamycin response over DMSO baseline; activation, % at 10 µM; hit rate 0.34% among 330,000; AID 449763;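 active = at 10 µM dose, activation of 40% or more, normalized to positive control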;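 note: 100% = tunicamycin at 10 µg/mL and 0% = DMSO alone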
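System: CHO CHOP reporter cells. Amount: 500 cells per well. Buffer or medium: F12 medium, 10% FBS. Compound dosing: one dose, 10 µM in 0.5% DMSO. Incubation: 6 h compound exposure at 37 °C after overnight seeding. Technique: Steady-Glo luciferase luminescence. Benchmarks: tunicamycin and DMSO controls.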
APJ antag = blocks the human apelin receptor APJ | P35414 | CHO-K1 APJ beta-arrestin complementation, luminescence | inhibition, % at 20 µM | hit rate 0.32% among 330,000;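 active = inhibition above about 40% at 20 µM, limit read from the data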;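 note: cells challenged with 10 nM apelin-13 agonist together with compound; plate controls were apelin-13 plus DMSO wells for no effect and DMSO wells lacking apelin-13 for full effect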
tim23-1 inh = tim23-1 yeast growth inhibition. S. cerevisiae tim23-1 growth, BacTiter-Glo luminescence, 24 h. inhibition, % at 20 µM. hit rate 1.3% among 330,000;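 active = growth inhibition of the mutant yeast at or above 50%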;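 note: temperature-sensitive mutant grown at 25 °C; plate controls were DMSO-treated mutant yeast for no effect and medium wells lacking yeast for full effect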
UPR XBP1 act = adaptive UPR (XBP1) activation; CHO-XBP1 luciferase reporter, IRE1-XBP1 UPR activation, luminescence; percent of tunicamycin response, DMSO as zero; activation, % at 20 µM; hit rate 0.33% among 330,000; AID 463104;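 active = versus positive control, 20 µM dose yields 30% or more activation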;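 note: 100% = tunicamycin at 10 µg/mL and 0% = DMSO only wells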
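assay system = CHO-XBP1 luciferase reporter cells | amount = 1000 cells/well | buffer or medium = F12 plus 10% FBS | compound dosing = single point, 20 µM final compound, 1% DMSO | incubation = 16-18 h cell attachment at 37 °C, then 6 h compound exposure | detection = Steady-Glo luminescence read | controls = tunicamycin 10 µg/mL and vehicle-only wells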
Mdm2 MdmX PPI = human Mdm2/MdmX binding inhibition; SaOS-2 split-luciferase Mdm2/MdmX complementation, luminescence; hit rate 3% among 330,000; O15151+Q00987; inhibition, % at 8 µM; AID 485346;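 active = inhibition of at least 50% at 8 µM in the primary screen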
CCR6 antag = antagonists of human CCR6 receptor; hit rate 0.49% among 340,000; CHO-K1 CCR6 PathHunter beta-arrestin, luminescence, CCL20-stimulated; P51684; inhibition, % at 20 µM;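 active = compounds whose inhibition of the agonist-driven luminescence signal at 20 µM reaches about 50%, limit read from the data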;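 note: cells stimulated with CCL20 at 14 nM final; plate controls were DMSO with CCL20 for no effect and DMSO without agonist for full effect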
Target sequence (P51684 whole entry, looked up): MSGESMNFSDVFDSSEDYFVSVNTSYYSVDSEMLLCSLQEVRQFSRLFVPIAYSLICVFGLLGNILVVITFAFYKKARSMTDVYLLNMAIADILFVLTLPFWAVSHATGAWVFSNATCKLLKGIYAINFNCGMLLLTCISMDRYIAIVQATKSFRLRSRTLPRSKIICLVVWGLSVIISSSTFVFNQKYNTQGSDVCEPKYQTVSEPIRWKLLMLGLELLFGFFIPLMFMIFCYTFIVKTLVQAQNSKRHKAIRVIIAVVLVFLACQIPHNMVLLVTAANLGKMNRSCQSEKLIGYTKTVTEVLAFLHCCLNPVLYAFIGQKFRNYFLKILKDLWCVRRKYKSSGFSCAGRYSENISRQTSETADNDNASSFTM
Active calls of the source: *.

nr	Compound	EBI2 block	CXCR6 block	APJ ag	CHOP UPR activ	APJ antag	tim23-1 inh	UPR XBP1 act	Mdm2 MdmX PPI	CCR6 antag
1	COc1ccc2[nH]c(=O)c(CN(C(=O)c3cccnc3)c3ccccc3C)cc2c1	5	3	0	0.0	5	-6	1	-17	19
2	CC/C(Cc1ccccc1)=N\NC(=O)c1cc(C)oc1C	-2	7	5	-0.9	-8	16	2	-15	0
3	Cc1c(Cc2ccccc2)c(=O)oc2cc(O)ccc12	-6	-9	0	-1.2	-7	26	-1	11	5
4	COc1ccc(CN2CCNC(=O)C2CC(=O)N(Cc2nccn2C)C(C)C)c(OC)c1 (stereo unspecified)	-2	5	0	-0.9	-23	7	-2	6	-5
5	Cc1ccc(NS(=O)(=O)c2ccc(Cl)s2)nc1	-1	-8	-5	0.8	-4	-2	-1	6	-5
6	c1ccc(CSc2ncnc3sccc23)cc1	-3	11	-2	0.1	19	15	2	-7	27
7	Cn1c(C(=O)NCc2ccco2)cc2c(=O)[nH]c3ccccc3c21	-1	-11	-5	1.9	1	6	3	19	12
8	COc1ccc(/C=N/NC(=O)CCn2c3ccccc3c3ccccc32)cc1OC	2	-4	2	-2.3	-14	9	0	20	-22
9	O=S(=O)(c1ccc(Br)cc1)c1nc(-c2ccco2)oc1NCC1CCCO1 (stereo unspecified)	0	-3	-2	-0.7	-12	22	-3	-18	10
10	CN(C(=O)C1CCN(S(=O)(=O)c2ccccc2[N+](=O)[O-])CC1)C1CCCCC1	-5	10	-6	-0.4	4	17	-4	25	5
11	Cc1c(C#N)c2ccccc2n1CC(=O)NC(C)c1ccccc1 (stereo unspecified)	9	-5	0	-1.2	-15	15	-2	9	-7
12	CCOCCn1c(SCc2cccc(C)c2)nc2c1c(=O)[nH]c(=O)n2C	6	-8	4	0.2	8	15	-2	32	-3
13	N#Cc1c2c(c(NCc3ccco3)n3c1nc1ccccc13)CCC2	-6	-1	1	1.3	3	16	0	-8	-10
14	O=S(=O)(NC1CCCCCC1)c1cccc2cccnc12	6	0	0	0.1	7	35	0	10	-11
15	CCOC(=O)c1c(S(=O)(=O)NCC(=O)Nc2cc(C)ccc2C)c(C)n(C)c1C	-6	1	-6	-1.2	-21	2	-1	17	10
16	Cc1cc(C)c(NC(=O)CNC(=O)c2ccccc2SCC(=O)N2CCCC2)c(C)c1	0	-6	-1	-1.1	-11	-5	5	-13	-1
17	Cc1ccc(C2CC(c3cccs3)=NN2C(=O)CSc2nc(=O)n3cc(C)ccc3n2)cc1 (stereo unspecified)	41	12	6	0.1	13	27	-1	39	9
18	Oc1ccc(Cl)cc1N=Nc1ccccc1	-4	8	-6	3.7	31	1	-2	21	25
19	CCOC(=O)c1c(NC(=O)C(F)(OC)C(F)(F)F)sc(C(=O)N2CCCCC2)c1C (stereo unspecified)	-3	0	-3	1.2	1	11	-2	-1	14
20	CCOC(=O)CN1CC23C=CC(O2)C(C(=O)NC2CCCCCC2)C3C1=O (stereo unspecified)	-4	-10	5	-1.0	-7	8	3	-22	3
21	O=C(/C=C/c1cccs1)Nc1ccc(N2CCOCC2)c(S(=O)(=O)Nc2ccccc2Cl)c1	24	-9	-4	7.9	6	20	-1	38	16
22	Cc1cc(C)n(-c2nc(NCC(C)O)c3c4c(sc3n2)COC(C)(C)C4)n1 (stereo unspecified)	6	7	-3	0.5	8	3	3	8	-21
23	COc1ccc(C2CC(c3cccs3)=NN2C(=O)CSc2nncs2)cc1OC (stereo unspecified)	11	4	-2	-0.9	-18	8	-1	16	9
24	Cc1ccc2c(c1)-c1c(cnn1CC(=O)O)CO2	-5	2	-1	-0.8	8	-5	-3	23	-12
25	COC(=O)c1scc(S(C)(=O)=O)c1-n1cccc1	-4	0	1	1.0	-3	-8	-2	10	-1

Six structures from above, ordered by formula weight, lowest first.
nr	Compound	EBI2 block	CXCR6 block	APJ ag	CHOP UPR activ	APJ antag	tim23-1 inh	UPR XBP1 act	Mdm2 MdmX PPI	CCR6 antag
18	Oc1ccc(Cl)cc1N=Nc1ccccc1	-4	8	-6	3.7	31	1	-2	21	25
3	Cc1c(Cc2ccccc2)c(=O)oc2cc(O)ccc12	-6	-9	0	-1.2	-7	26	-1	11	5
25	COC(=O)c1scc(S(C)(=O)=O)c1-n1cccc1	-4	0	1	1.0	-3	-8	-2	10	-1
10	CN(C(=O)C1CCN(S(=O)(=O)c2ccccc2[N+](=O)[O-])CC1)C1CCCCC1	-5	10	-6	-0.4	4	17	-4	25	5
15	CCOC(=O)c1c(S(=O)(=O)NCC(=O)Nc2cc(C)ccc2C)c(C)n(C)c1C	-6	1	-6	-1.2	-21	2	-1	17	10
17	Cc1ccc(C2CC(c3cccs3)=NN2C(=O)CSc2nc(=O)n3cc(C)ccc3n2)cc1 (stereo unspecified)	41	12	6	0.1	13	27	-1	39	9

Continuation.
nr	Compound	EBI2 block	CXCR6 block	APJ ag	CHOP UPR activ	APJ antag	tim23-1 inh	UPR XBP1 act	Mdm2 MdmX PPI	CCR6 antag
26	N#CCCN(CCC#N)C(=S)NC1CC2C=CC1C2 (stereo unspecified)	-16	-5	-2	-0.4	-2	-1	-2	7	-5
27	Cc1cc(=O)[nH]c(SCC(=O)N2CCC(Cc3ccccc3)CC2)n1	-7	-3	-2	-4.2	15	14	4	1	0
28	O=C(NCC1CCCO1)c1ccc(Oc2ccc([N+](=O)[O-])cc2)cc1 (stereo unspecified)	-3	-7	-2	-1.1	3	12	-1	27	9
29	Cc1ccc(OCC(=O)Oc2ccccc2[N+](=O)[O-])cc1	-7	-6	2	-0.8	-8	40	-1	1	4
30	COc1cc(-c2noc(CCC(=O)NC3CCCCC3)n2)cc(OC)c1OC	-2	-14	-2	-0.7	-18	17	-4	9	8
31	COc1ccc(C(=O)COC(=O)CCn2nnc(-c3cccc(O)c3OC)n2)cc1	-8	-5	1	-0.7	9	-8	4	8	-9
32	O=C(c1ccc(NS(=O)(=O)c2ccc(F)cc2)cc1)N1CCCCC1	-4	-5	-5	0.0	-1	-12	2	26	-1
33	CCCCC(CC)CNC(=O)C(Cc1ccccc1)NS(=O)(=O)c1ccc2c(c1)CCC(=O)N2 (stereo unspecified)	7	-8	-3	-0.4	-14	-3	-3	-17	5
34	Cc1ccccc1/C=N/n1c(-c2ccccn2)n[nH]c1=S	3	-8	-4	-1.8	18	9	2	3	3
35	O=C(/C=C/c1cccc(Br)c1)N1CCN(c2ccccn2)CC1	77*	6	-1	2.3	4	33	0	16	11
36	COc1ccc(C(C)=O)cc1COc1cccc2c1OC(C)(C)C2	9	-4	-2	0.6	11	12	-4	-11	26
37	Cc1ccc(-n2cc(CNC(C)Cn3cncn3)c(-c3ccc(F)cc3)n2)cc1 (stereo unspecified)	1	6	-5	-0.1	-12	25	1	20	-7
38	O=C(NCc1ccccc1)c1cnc(Cl)c(Cl)c1	-2	-1	-4	3.7	-2	10	2	11	3
39	CCC(C)c1ccc(NC(=O)Nc2cccnc2)cc1 (stereo unspecified)	2	-4	5	3.2	-6	36	1	-67	4
40	CN(C)C(CNC(=O)c1ccccc1C(F)(F)F)c1ccco1 (stereo unspecified)	1	-5	-3	-0.1	-31	0	0	0	-2
41	CN(CCc1ccccc1)c1ccc([N+](=O)[O-])cn1	6	-5	-2	0.9	7	28	-2	1	6
42	CC(C)(C)NC(=O)C(c1ccccn1)N(C(=O)c1ccc2c(c1)OCCO2)C1CCCC1 (stereo unspecified)	6	-8	-2	-1.4	5	12	-2	41	10
43	CCCCN(CC)CCCNC(=O)c1cc2c(=O)n(CC)c3ccccc3c2s1	5	-9	0	2.3	11	0	-2	79*	15
44	CN1C(=O)CC(N2CCN(c3ccccn3)CC2)C1=O (stereo unspecified)	1	2	-3	-1.9	8	6	1	1	-21

These rows are one share of the data; the hit share may differ from the screen's.
